Source: PubChem
Tb MetRS inh = Trypanosoma brucei MetRS inhibition | purified T. brucei MetRS, ATP depletion, Kinase-Glo luminescence | inhibition, % at 11.9 µM | hit rate 0.4% among 360,000;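 active = inhibition above a per-plate cutoff of the control wells' mean inhibition plus 3 SD, cut at about 5.5% in these data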;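 note: 0% = DMSO wells median and 100% = median of wells with control inhibitor compound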
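Test system: purified T. brucei MetRS enzyme. Also added: ATP, methionine and E. coli bulk tRNA substrates. Compound: 11.9 µM single point. Schedule: 15 min enzyme-compound preincubation, 2 h reaction, 10 min detection, 25 °C. Signal: luciferase luminescence of residual ATP, Kinase-Glo. Evaluation: percent inhibition versus plate control medians. Controls: DMSO wells, low control.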
eLon inh = inhibits E. coli Lon protease; purified E. coli Lon protease, fluorescence polarization; inhibition, % at 7.94 µM; P0A9M0; AID 602123; hit rate 0.42% among 360,000; in the data active = inhibition above about 13%, passing the limit was not always enough;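 note: 0% = enzyme with probe and DMSO and 100% = no enzyme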
MsrA inhibitor = bovine MsrA inhibition. hit rate 0.75% among 360,000. purified bovine MsrA, absorbance read-out. inhibition, % at 15.5 µM; in the data active = inhibition above about 4.5%;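 note: 0% = vehicle wells with enzyme and 100% = reference inhibitor wells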
SUMO1-SIM PPI = alters human SUMO1 binding to SIM partners. inhibition, % at 20 µM. hit rate 0.33% among 360,000. SUMO1 binding to a labelled peptide, TR-FRET, 1 h; in the data active = inhibition above about 37%
Target sequence (P63165 whole entry, looked up): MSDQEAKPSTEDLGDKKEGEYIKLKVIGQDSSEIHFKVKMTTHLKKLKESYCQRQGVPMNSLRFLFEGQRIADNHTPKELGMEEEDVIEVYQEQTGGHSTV
Scp1 inh = Scp-1 (human) phosphatase inhibition | Q9GZU7 | Recombinant Scp1, phosphopeptide, malachite green phosphate absorbance | inhibition, % at 20 µM | hit rate 0.88% among 340,000 | AID 493091;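 active = inhibition above about 50% at 20 µM, limit read from the data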;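 note: plate controls were DMSO wells with enzyme for no effect and wells lacking enzyme for full effect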
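Material: truncated SCP-1 phosphatase (76-261aa) / Buffer or medium: 50 mM Tris acetate pH 5.5, 0.005% Tween-20, 10 mM MgCl2 / Compound dosing: one concentration, 20 µM, with 1.0% DMSO / Incubation: 45 min room-temperature reaction, 5 min colour, 30 min stabiliser / Detection: colorimetric free-phosphate detection, absorbance 630 nm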
CendR NRP1 mod = modulators of CendR peptide binding to human neuropilin-1; FAM-RPARPAR peptide binding to NRP-1, fluorescence polarization; inhibition, % at 25 µM; hit rate 0.85% among 360,000; O14786;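 active = inhibition or corrected inhibition above about 18%, plus a signal ratio from 0.5 to 1.5, limit read from the data, passing the limit was not always enough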; note: strong numbers were not always called active
DNMT1 inh = blocks human DNA methyltransferase DNMT1; P26358; DNMT1 molecular beacon, Hinp1I cleavage, fluorescence; inhibition (reported as % activation of signal), % at 10 µM; hit rate 0.83% among 360,000; AID 588458; in the data active = inhibition above about 50%
MsrA act = bovine methionine sulfoxide reductase A activation; hit rate 0.3% among 360,000; activation, % at 10.6 µM; purified bovine MsrA, absorbance read-out; in the data active = activation above about 7.5%;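 note: 0% = vehicle and 100% = reference activator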
STEP inh = inhibitors of human striatal-enriched phosphatase STEP | P54829 | recombinant STEP, OMFP fluorogenic substrate, fluorescence | inhibition, % at 20 µM | hit rate 0.25% among 360,000 | AID 588621;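 active = inhibition at 20 µM, scaled per plate between control wells, above about 37%, limit read from the data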;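 note: 0% = DMSO with enzyme and substrate and 100% = substrate only without enzyme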
Target sequence (P54829 whole entry, looked up): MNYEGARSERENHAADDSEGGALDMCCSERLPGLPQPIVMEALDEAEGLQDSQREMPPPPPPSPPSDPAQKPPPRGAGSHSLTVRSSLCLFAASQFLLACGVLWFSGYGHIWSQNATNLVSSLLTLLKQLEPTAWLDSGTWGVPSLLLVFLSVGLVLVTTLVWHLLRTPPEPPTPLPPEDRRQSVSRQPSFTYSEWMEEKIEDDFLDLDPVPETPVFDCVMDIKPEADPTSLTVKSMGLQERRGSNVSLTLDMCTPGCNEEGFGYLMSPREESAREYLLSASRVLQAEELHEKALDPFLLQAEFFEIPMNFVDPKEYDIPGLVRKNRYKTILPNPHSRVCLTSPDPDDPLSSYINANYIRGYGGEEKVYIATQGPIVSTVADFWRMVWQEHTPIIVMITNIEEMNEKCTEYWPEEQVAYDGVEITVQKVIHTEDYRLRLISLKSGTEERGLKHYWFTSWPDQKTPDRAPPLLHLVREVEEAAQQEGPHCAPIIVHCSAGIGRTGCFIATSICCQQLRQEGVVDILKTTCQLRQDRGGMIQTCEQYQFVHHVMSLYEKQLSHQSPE
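System: isolated STEP enzyme; schedule: 20 min enzyme reaction at room temperature, protected from light; medium: Bis-Tris buffer pH 6.0, 2.5 mM DTT, 0.005% Tween 20; signal: fluorescence, 480/540 nm; dosing: single compound dose of 20 µM, 1% DMSO final; also added: OMFP substrate, 25 µM final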
LMPTP block = blocks human LMPTP phosphatase. hit rate 0.22% among 360,000. recombinant LMPTP-A, OMFP fluorogenic substrate, fluorescence intensity. P24666. AID 651560. inhibition, % at 20 µM;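 active = compounds that cut the enzyme signal by at least half of the control window in the single-dose screen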;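 note: plate controls were DMSO wells with enzyme plus substrate for no effect and substrate without enzyme for full effect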
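Assay system: LMPTP-A phosphatase enzyme | Input: 0.625 nM enzyme | Also added: Fluorogenic phosphatase substrate OMFP at 400 µM final | Compound dosing: One test concentration per compound, 20 µM, with 3% DMSO overall | Schedule: 50 min enzyme reaction at room temperature, protected from light | Signal: Fluorescence intensity | Benchmarks: no-enzyme and uninhibited controls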
Active calls of the source: *; · = not tested or not shown. Outcome played no part in choosing rows (roughly 4.3% active in at least one column).

SMILES	Tb MetRS inh	eLon inh	MsrA inhibitor	SUMO1-SIM PPI	Scp1 inh	CendR NRP1 mod	DNMT1 inh	MsrA act	STEP inh	LMPTP block
O=C(CSc1cn(CCNC(=O)c2ccc3ccccc3c2)c2ccccc12)NCc1ccco1	-0.7	-13	0.8	-4	-7	-14	-36	-6	3	0.9
CC(C)NC(=O)CC(=O)N/N=C/c1ccccc1F	0.2	9	0.4	-1	3	-25	1	0	3	0.9
C=CCN1CCN(C(=O)CSc2ccccc2)CC1	-1.8	-7	-0.2	4	-1	16	-2	-5	-6	-1.1
COc1ccc(C(O)c2nc(-c3cc(F)cc(F)c3)cs2)cc1 (stereo not drawn)	-0.2	1	-1.0	1	·	40*	-2	-2	-1	1.7
COc1ccc(NC(=O)C2CCC(=O)N2)cc1 (stereo not drawn)	-0.5	-12	0.3	1	6	-8	0	-9	-4	-2.0
CN(C)c1ccc(CC(=O)N2CCCC(c3cc(C(=O)Nc4ccccc4)no3)C2)cc1 (stereo not drawn)	-0.3	-4	-0.6	5	·	4	-1	0	-1	0.4
Cc1ccc2oc(C(=O)N3CCN(Cc4ncccc4C)CC3)c(C)c2c1	-0.1	-4	-0.8	2	-15	10	-1	-1	0	-0.6
CCOCCCNC(=O)c1c(C)[nH]c(C(=O)OCC)c1C	-0.6	-10	-0.7	-2	6	-6	5	-8	3	-0.6
O=C(CNC(=O)c1ccc(N2CCCC2=O)cc1)Nc1ccc(F)c(F)c1F	-0.5	-10	1.1	-1	8	-6	7	-10	4	0.2
O=C(COc1ccccc1Cl)Nc1ccc(S(=O)(=O)N2CCOCC2)cc1	-0.9	10	-0.5	1	-6	4	0	-6	2	0.1
Cc1ccc(S(=O)(=O)N(C)CC(=O)Nc2ccc(C)cn2)cc1	-0.5	-5	-0.6	-2	-4	17	2	-4	3	-0.2
O=C1C(C=NCc2ccncc2)=C(O)c2ccccc21	-0.9	6	4.0	-11	5	-2	-2	-11	1	-0.3
Cc1cccc(NC(=S)N2CCC(N(C)CC3CCCO3)CC2)c1C (stereo not drawn)	-0.6	-3	-0.3	4	5	-2	1	-9	9	-4.7
COc1ccc(C(=O)N2CCN(C(=O)c3ccco3)CC2)cc1	-1.5	0	0.4	-3	-2	-3	3	-13	-2	0.3
CCC(C)NC(=O)C1CCN(CCCc2ccccc2)CC1 (stereo not drawn)	-0.7	-3	1.6	3	-14	10	-1	-2	-2	-1.6
COc1ccccc1OCCC(=O)OCC(=O)NCc1ccc(F)cc1	0.1	-2	0.6	0	-9	10	7	-3	-3	-0.8
COc1ccc(OC)c(CN2CCN(C(=O)CNC(=O)c3ccc(C(C)(C)C)cc3)CC2)c1	0.3	-11	0.1	3	-2	4	-5	-3	-1	-2.4
COc1ccccc1-n1cnc2cc(NS(=O)(=O)c3ccc(Br)cc3)ccc21	-0.3	-6	1.5	13	0	-4	-14	0	1	4.9
COc1ccc(CCNC(=O)C(=O)NCC2OCCN2S(=O)(=O)c2ccccc2)cc1OC (stereo not drawn)	-1.0	-3	0.1	0	7	4	-8	-6	0	1.3
COc1ccc(/C=C/C(=O)c2ccccc2)cc1COc1ccccc1F	-0.3	-2	1.4	-2	-15	2	10	-2	-2	3.6
COc1ccc2cc(C(=O)NCc3ccccc3)[nH]c2c1	0.5	1	0.0	-1	-5	-7	-2	-5	0	-0.7
COc1ccc(CC2(CO)CCN(Cc3cnn(-c4ccc(F)cc4)c3)CC2)cc1	-0.5	6	-1.2	-6	0	-10	4	-2	0	-0.7
CC1CCCN(C(=O)CSc2nc3ncccc3[nH]2)C1 (stereo not drawn)	-0.2	17*	0.8	4	-5	4	4	-8	2	-0.8
Cc1ccc(S(=O)(=O)N2CCOCC2)cc1NC(=O)COC(=O)c1cncc(Br)c1	-0.4	2	0.3	1	-2	-12	-9	-7	-4	-0.6
COc1cc(-c2noc(-c3ccco3)n2)cc(OC)c1OC	0.5	-1	0.4	0	-2	-5	0	3	-20	2.0
Cc1ccc(C(=O)CSc2nnc(N)s2)c(C)c1	0.0	5	0.9	1	-1	1	0	-2	13	-0.8
CCC1Oc2ccc(C)cc2N(CC(=O)NCC2CCCO2)C1=O (stereo not drawn)	0.3	2	0.3	-2	-5	-15	1	-3	0	-0.8
O=C(O)C1Cc2ccccc2CN1C(=O)c1ccccc1Cl (stereo not drawn)	0.6	-5	-1.1	4	-3	2	-1	-2	2	0.0
COc1cc(C(c2c(O)nc(SC)[nH]c2=O)c2c(O)nc(SC)[nH]c2=O)cc(OC)c1OC	-0.1	-2	-0.3	4	-12	2	0	-4	-1	-0.9
CN(C)c1ccc(/C=N/NC(=O)C[n+]2ccccc2)cc1	0.0	-7	2.9	-15	-3	1	1	-4	-2	-1.3
Brc1ccc2ncnc(Nc3ccc(N4CCOCC4)cc3)c2c1	-0.7	-7	3.2	-6	2	-2	-17	-3	1	0.7
CCOc1ccc(N2CC(C(=O)Nc3ccc4c(c3)OCO4)CC2=O)cc1 (stereo not drawn)	-1.1	3	-0.2	0	-7	-4	0	-2	2	-0.3
Cc1ccc(S(=O)(=O)NC(N)=NCCc2ccc(Cl)cc2)cc1C	0.2	3	-0.2	-3	-4	1	4	1	-2	-0.6
COc1ccc(S(=O)(=O)NC(=O)C2(C)CCN2C(=O)Cc2ccccc2)cc1OC (stereo not drawn)	-0.3	-4	-0.4	-2	·	0	2	-2	-1	-0.5
O=C1C2C3c4ccccc4C(c4ccccc43)C2c2nc3ccccc3n21 (stereo not drawn)	-0.4	-2	0.8	-3	3	7	-2	1	2	0.0
Cc1cc(C)cc(N(C(=O)c2snc(C(N)=O)c2N)C(C(=O)NCC2CCCO2)c2ccc(C)o2)c1 (stereo not drawn)	0.3	2	0.2	-8	-3	1	1	1	2	2.6
CCCn1c(SCc2ccccn2)nc2c1c(=O)n(C)c(=O)n2C	-0.3	-10	0.3	2	0	0	1	2	-1	-0.6
COc1cc(C=O)ccc1OCc1ccncc1	-1.2	9	0.8	3	3	5	-8	-6	1	-0.5
CCN(CC)S(=O)(=O)c1cccc(C(=O)N[C@H](C(=O)OCC(=O)Nc2ccccc2)C(C)C)c1	-0.6	-6	0.8	-3	-13	4	-7	-6	-3	-0.9
CC1CCN(C(=O)CN2C(=O)c3ccccc3S2(=O)=O)CC1	0.4	1	-0.6	1	3	6	8	-2	2	-0.6
COc1ccc(S(=O)(=O)N2CCC(C(=O)N3CCc4ccccc4C3)CC2)cc1Cl	0.4	-6	-1.6	-2	-5	-6	-3	2	-2	0.9
N#Cc1ccc(OCCN2C(=O)NC3(CCSC3)C2=O)cc1 (stereo not drawn)	-0.9	-12	0.9	-4	2	0	-3	0	-2	0.9
COc1ccc(NC(=S)N(CCC(C)C)C(C)c2ccncc2)cc1 (stereo not drawn)	-0.2	2	-1.3	2	4	-8	0	-3	2	-1.2
CCNC(=S)Nc1ccc(N2CCCCC2)cc1	0.6	-6	0.9	0	-11	3	-9	-2	-1	1.3
